Screens deposited in PubChem by National Center for Advancing Translational Sciences (NCATS).
D1 antag – Antagonist of Human D 1 Dopamine Receptor: qHTS | D(1A) dopamine receptor (Homo sapiens), P21728 | HEK293 TREx D1 cells, calcium flux, dopamine EC80; stronger effect = lower value | actives 3.2% (n = 360,000) | activity change, negative = inhibition, % at 10 µM; in the data active means activity change below about -30%; further: on the % scale 0 is the no-effect control and ±100 the full control effect
Target sequence (P21728 whole entry, looked up): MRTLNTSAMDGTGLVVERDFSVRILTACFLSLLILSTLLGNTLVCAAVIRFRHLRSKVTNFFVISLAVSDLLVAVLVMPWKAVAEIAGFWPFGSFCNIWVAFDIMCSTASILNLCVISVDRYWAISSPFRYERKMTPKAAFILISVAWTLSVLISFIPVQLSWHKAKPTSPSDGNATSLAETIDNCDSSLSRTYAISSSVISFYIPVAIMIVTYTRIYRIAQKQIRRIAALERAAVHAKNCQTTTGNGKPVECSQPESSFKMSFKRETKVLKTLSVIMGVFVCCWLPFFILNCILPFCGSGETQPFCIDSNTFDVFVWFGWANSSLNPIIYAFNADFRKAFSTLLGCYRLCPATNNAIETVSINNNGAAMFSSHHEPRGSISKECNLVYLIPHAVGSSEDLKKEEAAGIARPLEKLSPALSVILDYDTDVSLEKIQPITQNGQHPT
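Using tetracycline-induced force-coupled D1 Hek293 cells and a calcium dye, signals were followed for 180 s after compound, then for 180 s after EC80 dopamine, to detect inhibitors.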
RXFP1 ag – qHTS Assay for Agonists of the Relaxin Receptor RXFP1; HEK293T-RXFP1 cAMP TR-FRET, 30 min; response scale: percent of porcine relaxin response, buffer zero; Potency, µM (titrated, usually from 57.5 µM), inactives show at the highest dose activation, actives largely listed as activators; actives 0.3% (n = 370,000); further: potency means the concentration at half of the fitted maximal effect; on the % scale 0 is the no-effect control and ±100 the full control effect; nearly all actives have a fitted effect of over 60% in size; many of its hits are not listed in these tables
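HEK293 cells stably expressing RXFP1, treated 30 min at 37C with compounds plus PDE4 inhibitor Ro 20174; cAMP measured by HTRF TR-FRET. Normalized to buffer and 29 nM porcine relaxin; EC50 by Hill fit.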
D1 agonist – Allosteric Agonists of the Human D1 Dopamine Receptor: qHTS; D(1A) dopamine receptor (Homo sapiens), P21728; HEK293 T-REx D1 cells, calcium flux, agonist mode; activation, % at 2 µM; actives 1% (n = 360,000); in the data active means activation above about 30%; further: 0% is about no effect
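Agonism was scored from calcium flux recorded over 180 s (1 read/s) after pintool compound addition, following a 10-cycle baseline. Cells were inducible force-coupled HEK293 TREx D1, plated overnight at 30 C and loaded with no-wash calcium dye.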
RXFP1 antagonist – qHTS Assay for Antagonists of the Relaxin Receptor RXFP1 | Relaxin receptor 1 (Homo sapiens), Q9HBX9 | HEK293-RXFP1, relaxin-stimulated cAMP HTRF, 30 min; stronger effect = lower value | activity change, negative = inhibition, % at 57.5 µM | actives 0.59% (n = 350,000) | AID 1259400, 2018;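 active means activity change of -60% or lower, but not beyond a set lower limit; inconclusive means change between -60% and -40%, or beyond the set limit; inactive means change above -40%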; further: on the % scale 0 is the no-effect control and ±100 the full control effect
D1 potentiator – Potentiators of Human D1 Dopamine Receptor: qHTS; potentiation, % at 10 µM; AID 504651, 2011; HEK293 TREx D1 cells, calcium flux, dopamine EC20 potentiation; actives 0.036% (n = 360,000); in the data active means potentiation above about 30%; further: 0% is about no effect
GRP78 ERSR act – qHTS for Inducers of the Endoplasmic Reticulum Stress Response (ERSR) in Human Glioma: qHTS; Potency, µM, inactives show top-dose activation, most hits filed as activators; actives 0.02% (n = 420,000); U87-MG GRP78 promoter luciferase reporter, 16 h; AID 602332, 2012; further: potency means the concentration at half of the fitted maximal effect; series mostly up to about 76 µM; % of control where 0% means no effect; nearly all actives have a fitted effect of over 35% in size
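Stably transfected U87-MG glioma cells carrying a GRP78-based luciferase sensor; 16 h compound incubation. Luminescence end-point read 10 min after Bright-Glo addition at room temperature.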
Vif-A3F inh – qHTS for Inhibitors of Vif-A3F Interactions: qHTS | Potency, µM (series often up to 46.1 µM), inactives show at the highest dose activity, negative = active | actives 0.2% (n = 390,000) | HeLa A3F-eYFP + Vif (tagged APOBEC3F with the HIV-1 protein that degrades it), YFP fluorescence increase; further: potency means the concentration at half of the fitted maximal effect; % of control where 0% means no effect; nearly all actives have a fitted effect of over 65% in size
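HeLa cells stably expressing A3F-eYFP plus Vif, plated and incubated overnight at 37 deg C, then exposed to compounds overnight at 37 deg C. Blocked degradation read as raised yellow fluorescence (Ex 488/Em 500-530).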
D2 PAM – HTS Assay for Positive Allosteric Modulators of the Human D2 Dopamine Receptor: Primary Screen for Potentiators. AID 485347, 2010. HEK293 T-REx D2, calcium flux, EC20 dopamine potentiation. actives 0.34% (n = 340,000). potentiation, % at 10 µM;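 active means potentiation over 3 SD above the plate norm, cut at about 30% in these data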; further: 0% is about no effect
Target sequence (P14416 whole entry, looked up): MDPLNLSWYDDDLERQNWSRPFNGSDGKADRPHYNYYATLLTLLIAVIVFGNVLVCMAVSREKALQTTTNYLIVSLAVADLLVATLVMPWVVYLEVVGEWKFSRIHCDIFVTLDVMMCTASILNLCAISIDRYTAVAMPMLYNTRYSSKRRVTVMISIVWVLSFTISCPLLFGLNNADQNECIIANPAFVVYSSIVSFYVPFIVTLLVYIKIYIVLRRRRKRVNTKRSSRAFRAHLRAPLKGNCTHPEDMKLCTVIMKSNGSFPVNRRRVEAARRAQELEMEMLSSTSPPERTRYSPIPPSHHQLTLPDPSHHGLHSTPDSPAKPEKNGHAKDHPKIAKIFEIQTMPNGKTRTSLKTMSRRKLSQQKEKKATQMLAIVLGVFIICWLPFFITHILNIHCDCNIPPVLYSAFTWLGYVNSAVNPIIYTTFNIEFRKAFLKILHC
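Potentiation of an EC20 dopamine calcium response is measured in a force-coupled, tetracycline-inducible Hek293 Trex D2 line. Compound-only kinetic reads over 180 s flag agonists before dopamine addition.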
Vif-APOBEC3G blk – qHTS for Inhibitors of Vif-A3G Interactions: qHTS; DNA dC->dU-editing enzyme APOBEC-3G (Homo sapiens), Q9HC16; HeLa A3G-eYFP + Vif (tagged APOBEC3G with the HIV-1 protein that degrades it), YFP fluorescence, overnight; Potency, µM (highest dose often 46.1 µM), for inactives: at the top dose activity, negative = active, hits mostly inhibitors; actives 0.076% (n = 410,000); AID 602310, 2012;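 further: potency means the concentration at half of the fitted maximal effect; on the % scale 0 is the no-effect control and ±100 the full control effect; nearly all actives have a fitted effect of over 60% in size; hits raise eYFP signal because A3G escapes Vif-driven loss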
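HeLa cells stably expressing Vif and C-terminally eYFP-tagged A3G, seeded overnight at 37 deg C, then exposed to compound by pintool overnight at 37 deg C. Rise in yellow fluorescence (Ex 488/Em 500-530, Acumen) marks blocked Vif-driven A3G degradation.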
Starred values were filed as active, the others as inactive; ? = inconclusive; · = not tested or not shown; & = joins results of further samples. Unless noted, the call rests on the fitted dose curve; in most records, active means well fitted curve in the direction sought with a large enough effect; inconclusive means small, poorly fitted or top-dose-only effect, or another doubt; inactive means no such curve, though single readings can be large; an effect the other way counts as inactive or inconclusive. Only part of the results is shown; rates above refer to the full screens.

SMILES	D1 antag	RXFP1 ag	D1 agonist	RXFP1 antagonist	D1 potentiator	GRP78 ERSR act	Vif-A3F inh	D2 PAM	Vif-APOBEC3G blk
O=C(CN1CCN(S(=O)(=O)c2ccccc2[N+](=O)[O-])CC1)Nc1ccc(N2CCOCC2)cc1	-46*	1.2%	9	-6	-13	-2%	0%	-9	0%
C/C(N)=C(/C#N)C(=O)COC(=O)C1CCC(C(C)(C)C)CC1 (configuration not stated)	·	5.7%	4	4	-2	-1%	0%	-1	3%
O=C(NC(=S)Nc1cc(Cl)ccc1Cl)c1ccco1	·	·	·	-1	·	1%	0%	·	8%
Cc1ccc(-n2nnc(C(=O)Nc3cc(F)ccc3F)c2C)cc1F	-3	13%	0	-12	-3	1%	2%	9	6%
CC1CCN(c2ccc(/C=N/n3nnnc3N)cc2[N+](=O)[O-])CC1	·	1.3%	·	-7	·	2%	2%	·	-1%
O=C(CSc1ccc(-c2cccnc2)nn1)N1CCCc2ccccc21	9	3.9%	-2	·	-4	·	·	-1	·
CN(C)c1ccc(C(=O)N/N=C/c2cc(Br)cc(Br)c2O)cc1	-13	5.5%	2	-5	-10	-3%	11%	-24	4%
CC(=O)N1CCN(C(=O)/C(C#N)=C/c2ccc3c(c2)OCO3)CC1	8	-1.6%	3	19	1	-5%	3%	2	-1%
CCCCn1c(N)c(N(CC(C)C)C(=O)c2ccc(S(=O)(=O)N3CCCCC3)cc2)c(=O)[nH]c1=O	0	1.4%	2	-3	4	-4%	1%	1	3%
COc1ccc(-c2ccc(/C=N/N3C(=O)C4C5C=CC(C6CC56)C4C3=O)o2)c([N+](=O)[O-])c1 (configuration not stated)	-25	4.7%	4	-3	0	-2%	-21%	-10	-4%
CC1=C(C(=O)N(C)C)CC(CC(=O)NCCCCc2ccccc2)C(=O)N1CCC1=CCCCC1 (configuration not stated)	·	·	·	10	·	-3%	0%	·	-3%
CC(C)c1ccc(NC(=O)c2ccc3c(c2)CCCN3S(C)(=O)=O)cc1	-13	-2.9%	-1	-34	3	-4%	-27%	-27	4%

Two successive compounds already listed:
SMILES	D1 antag	RXFP1 ag	D1 agonist	RXFP1 antagonist	D1 potentiator	GRP78 ERSR act	Vif-A3F inh	D2 PAM	Vif-APOBEC3G blk
CC1=C(C(=O)N(C)C)CC(CC(=O)NCCCCc2ccccc2)C(=O)N1CCC1=CCCCC1 (configuration not stated)	·	·	·	10	·	-3%	0%	·	-3%
CC(C)c1ccc(NC(=O)c2ccc3c(c2)CCCN3S(C)(=O)=O)cc1	-13	-2.9%	-1	-34	3	-4%	-27%	-27	4%

(cont.)
SMILES	D1 antag	RXFP1 ag	D1 agonist	RXFP1 antagonist	D1 potentiator	GRP78 ERSR act	Vif-A3F inh	D2 PAM	Vif-APOBEC3G blk
CCC(C)[C@H](NC(=O)N1CCCC1)C(=O)OC (some centres not stated)	-10	-0.8%	6	-1	0	0%	-10%	0	0%
COC(=O)C(NNc1ccccc1C)(NC(=O)c1ccc(F)cc1)C(F)(F)F (configuration not stated)	-7	1.8%	0	-10	11	0%	·	6	2%
O=C(NNc1ccccc1[N+](=O)[O-])Nc1ccc(F)cc1	-7	0.3%	2	-3	-10	-2%	8%	·	0%
CCOC(=O)C(CC1=CS(=O)(=O)c2ccc(Cl)cc21)(NC(C)=O)C(=O)OCC	·	·	·	17	·	-5%	4%	·	0%
CC12CC3CC(C1)CC(C(=O)NNC(=O)c1ccncc1)(C3)C2	·	·	·	-6	·	-5%	-3%	·	1%
CC(=O)CSc1ncnc2sc3c(c12)CCC(C)C3 (configuration not stated)	18	4.7%	0	-10	4	-1%	?	0	-7%
O=C(/C=C/c1ccco1)Nc1ccc(Cl)c(-c2nc3cc(Cl)ccc3o2)c1	-18	5.4%	7	-25	-2	-1%	0%	-5	-2%
Cc1cc(N2CCN(S(=O)(=O)c3ccc4c(c3)OCCO4)CC2)n2ncnc2n1	-46*	4.3%	10	-17	-4	-3%	-3%	0	1%
Cc1ccc(C2CC(C(F)(F)F)n3nc(C(=O)NCc4c(C)nn(C)c4C)c(Cl)c3N2)cc1 (configuration not stated)	3	-0.1%	0	-35	1	-4%	-7%	9	3%
COc1ccc(N2C(=O)N3[C@H](c4ccc(Cl)cc4)[C@@H]4C(=O)N(C5CCCCC5)C(=O)[C@@H]4[C@]3(Cc3ccc(Cl)cc3)C2=O)cc1	1	-3.9%	4	·	0	2%	-3%	-5	1%
CCN(CC(=O)Nc1ccc([N+](=O)[O-])cc1OC)CC(=O)NC(C)(C)C	-3	-3.0%	2	-8	1	-1%	-7%	2	6%
COC(=O)c1ccc([C@@H](O)[C@H](C)C(=O)CC(=O)OC(C)(C)C)cc1	4	-3.3%	0	·	-4	3%&0%	-5%	-6	-6%&3%

Filtered by structure: the compounds so far with a CF3 group.
SMILES	D1 antag	RXFP1 ag	D1 agonist	RXFP1 antagonist	D1 potentiator	GRP78 ERSR act	Vif-A3F inh	D2 PAM	Vif-APOBEC3G blk
COC(=O)C(NNc1ccccc1C)(NC(=O)c1ccc(F)cc1)C(F)(F)F (configuration not stated)	-7	1.8%	0	-10	11	0%	·	6	2%
Cc1ccc(C2CC(C(F)(F)F)n3nc(C(=O)NCc4c(C)nn(C)c4C)c(Cl)c3N2)cc1 (configuration not stated)	3	-0.1%	0	-35	1	-4%	-7%	9	3%

(listing goes on)
SMILES	D1 antag	RXFP1 ag	D1 agonist	RXFP1 antagonist	D1 potentiator	GRP78 ERSR act	Vif-A3F inh	D2 PAM	Vif-APOBEC3G blk
CCCn1nnnc1NCc1ccccc1F	10	0.4%	3	11	-4	-2%	-2%	3	-1%
CCN(CC)C(=O)Cn1cc(SCC(=O)NC2CCCC2)c2ccccc21	-9	1.5%	2	-7	-6	-5%	2%	1	8%
CC1(C)Cc2c(sc3c2c(=O)n(-c2cccc(Cl)c2)c(=O)n3CC(N)=O)CO1	15	2.0%	4	0	-5	-3%	-9%	5	2%
O=C1C2CCCN2C(=S)N1C1CCCCC1 (configuration not stated)	7	0.0%	1	7	-1	-4%	-2%	18	0%
CS(=O)(=O)c1ccc(Cl)c(S(=O)(=O)NCc2ccccc2)c1	-8	2.2%	2	-1	-4	-1%	0%	-4	0%
CCN(c1ccccc1)S(=O)(=O)c1ccc(C(=O)Nc2ccc(C)cn2)cc1	-19	1.0%	4	-6	0	5%	4%	2	6%
COc1cc(C(=O)O)cc(NC(=O)c2ccco2)c1OC	-11	0.8%	2	-9	-2	1%	4%	-4	2%
COc1cc(C2C3=C(COC3=O)OC(C)(C)Oc3cc4c(cc32)OCO4)cc(OC)c1OC (configuration not stated)	·	·	·	-7	·	-3%	1%	·	?
CN(C(=O)COC(=O)c1ccc([N+](=O)[O-])cc1)c1ccccc1	-8	-0.2%	0	-18	-1	0%	17%	-15	3%
Cc1ccccc1Cn1cc(NC(=O)c2cc3nc(-c4ccco4)cc(C(F)(F)F)n3n2)cn1	-3	0.8%	5	-12	-4	-7%	0%	-4	-6%
NC(=O)C1CCN(C(=O)c2cc(Cl)c3c(c2)OCCO3)CC1	·	·	·	2	·	0%	-9%	·	1%
Cn1c(SCC(=O)NC2CCCCCC2)nnc1-c1ccco1	19	18%	8	3	16	-1%	-9%	6	1%
COc1ccc(OC)c(S(=O)(=O)N2CCC(C(=O)NCc3ccncc3)CC2)c1	3	0.7%	0	-3	2	5%	-2%	6	0%
CCc1ccc(C(=O)C(C)OC(=O)C2COc3ccccc3O2)cc1 (configuration not stated)	-11	0.2%	4	-8	-3	-1%	2%	17	-1%
CC1CCCCC1NC(=O)/C(C#N)=C/C=C/c1ccccc1[N+](=O)[O-] (configuration not stated)	3	-2.0%	1	-24	-2	-14%	?	8	?
Cc1ccccc1NC(=O)CSc1nc2ncc(Cl)cc2[nH]1	1	-0.6%	9	26	2	4%	3%	7	2%
Cc1ccc(S(=O)(=O)N2CCC(=O)N(CCOCc3ccc(F)cc3)CC2)cc1	-5	0.3%	-2	·	0	-3%	2%	10	3%
CCCCN(C)CCNC(=O)c1cc2c(=O)[nH]c3ccccc3c2n1C	27	0.2%	3	-8	-12	-3%	5%	1	0%
O=C(Cn1nnc(-c2ccccc2F)n1)Nc1cccc2ncccc12	6	4.1%	1	5	-3	-1%	-4%	3	0%
Cc1ccccc1OCC(=O)Nc1c2c(nn1C(C)(C)C)CS(=O)(=O)C2	0	-1.4%	2	-2	-1	-6%	-21%	-4	-4%
COc1ccc(-c2csc(NC(=O)C3COc4ccccc4O3)n2)cc1OC (configuration not stated)	1	-3.0%	2	0	-2	-4%	3%	15	-9%
CS(=O)(=O)NCCn1ccc2ccccc21	-22	2.3%	4	-6	-3	-2%	-3%	-19	2%

Looked up one by one from above, two records:
SMILES	D1 antag	RXFP1 ag	D1 agonist	RXFP1 antagonist	D1 potentiator	GRP78 ERSR act	Vif-A3F inh	D2 PAM	Vif-APOBEC3G blk
CC1(C)Cc2c(sc3c2c(=O)n(-c2cccc(Cl)c2)c(=O)n3CC(N)=O)CO1	15	2.0%	4	0	-5	-3%	-9%	5	2%
CN(C)c1ccc(C(=O)N/N=C/c2cc(Br)cc(Br)c2O)cc1	-13	5.5%	2	-5	-10	-3%	11%	-24	4%
